# Screens as filed in PubChem BioAssay.
# MOR-DOR ag: OPRM1-OPRD1 heterodimerization agonism. AID 504326. P35372+P41143. activation, % at 9.3 µM. cells, luminescence. actives 0.3% (n = 340,000); in the data active = activation above about 18%;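 also: 0% = vehicle-treated cells and 100% = reference agonist; values of inactives mirror those of a sister screen read the other way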
# HTR5A inv ag: inverse agonist of human HTR5A in OPRM1-OPRD1 counter-screen; HTR5A cell line, luminescence, inverse agonism; inhibition, % at 9.3 µM; AID 504634; actives 0.083% (n = 340,000); P47898; in the data active = inhibition mostly above about 23%, no sharp cut-off; inactive = mostly below about 18%;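 also: 0% = cells with DMSO and 100% = no-cell wells with DMSO; some compounds called inactive have numbers as strong as hits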
# AddAB inh: less growth of phage-infected E. coli with AddAB; actives 0.29% (n = 330,000); inhibition, % at 11.9 µM; E. coli expressing H. pylori AddAB, absorbance growth; in the data active = inhibition above about 12%;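 also: 0% = vehicle wells of infected cells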
# Ecoli viability: counter-screen for AddAB inhibitors: E. coli growth inhibition | E. coli V3065 growth, OD600 absorbance, 18 h | inhibition, % at 11.9 µM | actives 0.27% (n = 330,000) | AID 449728;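 active = inhibition above the campaign's mean inhibition across all tested compounds plus 3 SD, cut at about 9.9% in these data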;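 also: uninfected addAB+ strain grown without phage in ampicillin broth; 0% = DMSO wells and 100% = ciprofloxacin 0.95 µg/ml wells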
# DSG3 Ab inh: inhibitors of pemphigus antibody binding to human desmoglein-3; binding (percent of control), % at 10 µM; AID 588358; P32926; actives 0.48% (n = 310,000); DSG3-coupled beads, scFv-anti-DSG3-GFP binding, flow cytometry; active compounds read low;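 active = binding more than 3 SD below its plate's average and above zero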;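 also: hits lower antibody fragment binding to DSG3; some compounds called inactive have numbers as strong as hits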
# Target sequence (P32926 whole entry, looked up, the tested form may be a part): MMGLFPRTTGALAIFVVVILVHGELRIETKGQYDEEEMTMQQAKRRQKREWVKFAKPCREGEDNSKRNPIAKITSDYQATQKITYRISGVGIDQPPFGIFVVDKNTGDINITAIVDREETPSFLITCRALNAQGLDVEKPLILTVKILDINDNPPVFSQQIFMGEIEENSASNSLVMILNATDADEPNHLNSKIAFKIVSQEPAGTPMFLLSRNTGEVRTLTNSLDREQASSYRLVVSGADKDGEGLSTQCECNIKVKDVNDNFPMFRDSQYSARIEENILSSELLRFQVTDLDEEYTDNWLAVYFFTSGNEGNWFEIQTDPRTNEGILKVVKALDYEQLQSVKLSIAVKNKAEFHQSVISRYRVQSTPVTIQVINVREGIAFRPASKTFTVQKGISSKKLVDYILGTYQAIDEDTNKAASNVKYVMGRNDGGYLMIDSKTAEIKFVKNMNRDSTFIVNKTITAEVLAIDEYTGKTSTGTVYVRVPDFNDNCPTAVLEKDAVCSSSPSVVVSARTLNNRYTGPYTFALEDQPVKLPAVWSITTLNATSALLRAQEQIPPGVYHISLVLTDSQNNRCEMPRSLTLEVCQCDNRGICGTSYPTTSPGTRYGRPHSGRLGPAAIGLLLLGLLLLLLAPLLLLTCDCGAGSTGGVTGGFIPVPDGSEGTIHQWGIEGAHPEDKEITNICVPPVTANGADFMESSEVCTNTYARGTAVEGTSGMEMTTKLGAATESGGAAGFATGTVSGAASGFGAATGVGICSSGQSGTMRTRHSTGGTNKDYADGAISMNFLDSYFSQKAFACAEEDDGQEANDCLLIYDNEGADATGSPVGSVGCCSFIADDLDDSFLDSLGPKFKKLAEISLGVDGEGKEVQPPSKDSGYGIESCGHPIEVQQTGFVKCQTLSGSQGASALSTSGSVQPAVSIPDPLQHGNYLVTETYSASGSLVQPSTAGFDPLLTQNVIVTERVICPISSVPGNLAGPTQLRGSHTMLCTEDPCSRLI
# Mot1-301 SUMO: blocks SUMOylation pathway, rescuing yeast Mot1-301 growth; S. cerevisiae Mot1-301 growth rescue, ATP luminescence, 38.5C; percent above DMSO median, 100 means doubled; growth rescue, % at 18.8 µM; actives 1% (n = 320,000);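 active = every valid replicate shows activation above 250% relative to neutral control wells; inactive = the rest, any valid replicate at or below 250%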;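 also: OY570 slx delta 5 strain wells were the positive control but not used for scaling; some compounds called inactive have numbers as strong as hits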
# OPRM1-OPRD1 inv: inverse agonists of human mu-delta opioid receptor heterodimerization; actives 0.21% (n = 340,000); cell-based MOR-DOR heterodimer luminescence, inverse agonism; P35372+P41143; inhibition, % at 9.3 µM; in the data active = inhibition above about 22%, passing the limit was not always enough;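 also: 0% = cells with DMSO and 100% = wells without cells with DMSO; values of inactives mirror those of a sister screen read the other way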
# phage Ecoli inh: E. coli growth loss with phage present; AID 651602; actives 0.26% (n = 360,000); growth absorbance; inhibition, % at 11.9 µM; in the data active = inhibition above about 11%
# HTR5A ag ctr: counter-screen for OPRM1-OPRD1 agonists: human HTR5A agonism; P47898; HTR5A agonist assay, luminescence, cell-based; activation, % at 9.3 µM; actives 0.61% (n = 340,000); AID 504692; in the data active = activation mostly above about 9.5%, no sharp cut-off; inactive = mostly below about 7.6%;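 also: 0% = cells with vehicle only and 100% = reference agonist; strong numbers were not always called active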
# PKA-R1A activ: activators of PKA-R1A complex | PKA-R1A dissociation, Cy5-IP20 fluorescence polarization; scaled: DMSO 0%, 113 µM cGMP 100% | activation, % at 11.4 µM | actives 0.083% (n = 340,000);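 active = percent activation above the mean of all tested compounds plus 3 SD, cut at about 19% in these data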;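 also: higher means more PKAc released from R1A so a rise in polarization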
# PfHsp90 set2: growth inhibition of yeast expressing Plasmodium Hsp90; inhibition, % at 9.4 µM; AID 504621; S. cerevisiae expressing PfHsp90, BacTiter-Glo ATP, 48 h; yeast lacking PDR1 and PDR3 efflux regulators; actives 0.32% (n = 310,000);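 active = every replicate shows inhibition above about 80%, whatever the replicate mean, limit read from the data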;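 also: 0% = DMSO neutral controls and 100% = 20 µM radicicol positive controls; yeast relying on Plasmodium falciparum Hsp90 in place of its own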
# An asterisk follows results filed as active; x = not tested or not shown.
SMILES,MOR-DOR ag,HTR5A inv ag,AddAB inh,Ecoli viability,DSG3 Ab inh,Mot1-301 SUMO,OPRM1-OPRD1 inv,phage Ecoli inh,HTR5A ag ctr,PKA-R1A activ,PfHsp90 set2
NC(=O)c1cc([N+](=O)[O-])c(Cl)cc1NCc1cccnc1,-0.6,-27,2.1,-1.4,108,-9,3,2.8,10,-4,0
CC(C)N(C(=O)COC(=O)c1cccc(N(C)C)c1)c1ccccc1,-0.6,4,0.2,0.2,102,-7,3,0.3,2,0,7
CC1CCN(C(=O)c2ccccc2SCC(=O)NCC2CCCCC2)CC1,1.7,5,6.1,0.6,100,-24,-11,-0.3,-9,7,-27
Cc1ccc(S(=O)(=O)N(Cc2cc3cc4c(cc3[nH]c2=O)OCCO4)CC2CCCO2)cc1 (configuration not stated),-0.4,-5,0.5,0.3,82*,332*,2,-1.3,-2,-1,-23
COc1cccc(-c2ccc3c(N)c(C(=O)NC4CC4)sc3n2)c1,0.1,2,3.9,-2.4,x,2,-1,3.0,-2,-5,-7
CCOc1ccccc1NC(=O)CCNC(=O)c1ccc(Cl)cc1,-2.5,-7,0.4,-0.5,111,6,12,2.6,-2,-2,x
[O-][n+]1c2ccccc2c2n1CCN1CCOC21c1ccc(Cl)cc1 (configuration not stated),0.5,-18,9.8,7.1,100,33,-3,6.2,7,18,4
N=c1sccn1CC(=O)Nc1ccccc1Cc1ccccc1,-1.7,9,3.1,0.9,96,-14,9,2.4,-1,-8,x
Cc1nc2ccccc2n1CSc1ccccc1,-0.8,-15,-0.8,1.0,99,241,5,2.6,6,-5,-29
CN(Cc1ccccc1)c1nc2nonc2nc1N1CCCC(CN2CCCC2=O)C1 (configuration not stated),-0.1,-7,-0.6,1.8,93,-5,0,2.2,2,-4,-12
COc1cccc(/C=N/Nc2nc(Nc3ccc([N+](=O)[O-])cc3)nc(N3CCCC3)n2)c1O,x,x,2.1,0.6,x,4,x,5.3,x,x,6
CCOC(=O)C1=C(CN2CCOCC2)NC(=O)NC1c1cc(C)ccc1C (configuration not stated),-1.9,10,-1.4,0.9,x,102,9,2.4,0,-10,5
CC[C@@]1(c2ccccc2)C(=O)N(C(=O)OC)N1C(=O)OC,-1.5,6,4.9,-0.2,x,-10,8,1.8,3,-7,8
Cc1cc(C)cc(NC(=O)Cn2c(-c3ccccc3Cl)nc3ccccc32)c1,x,x,3.1,0.7,99,4,x,2.6,x,-7,-23
COC(=O)CN1C(=S)N(c2ccc(Cl)cc2)C(=O)C1CC(=O)Nc1ccccc1 (configuration not stated),-0.7,-2,4.6,-0.5,99,6,4,3.3,1,6,15
O=C1N(Cc2ccc(F)cc2)CCN1c1ccc(F)cc1,-1.7,-7,-0.7,0.4,109,5,8,-1.5,2,-5,-1
Cc1ccc(N(C)S(=O)(=O)c2c[nH]c3ccc([N+](=O)[O-])cc23)cc1,3.6,-7,5.7,1.2,98,x,-20,-0.2,0,-7,17
N#C/C(=C\c1cccnc1)c1nc2c(s1)CCCC2,-0.1,8,1.9,2.1,86,-5,1,1.1,-3,4,-10
CC(OC(=O)CNC(=O)c1ccc(F)cc1)C(=O)Nc1ccc(S(=O)(=O)N2CCOCC2)cc1 (configuration not stated),0.7,-40,1.6,-2.6,94,x,-3,1.7,16,-7,-5
c1ccc(Nc2cccc3c(Nc4ccccc4)cccc23)cc1,11,-21,-0.6,-1.3,90,87,-57,0.3,-2,-5,14
N#Cc1cccc(NC(=O)COC(=O)CCc2nc3ccccc3c(=O)[nH]2)c1,-1.9,18,1.5,0.9,114,-8,9,1.5,-7,-7,-3
Cn1nc(N)c2c(-c3ccc(Cl)cc3)c(C#N)c(N)nc21,-1.8,-28,-1.0,-0.8,106,-7,10,-0.9,-1,-4,-22
CCOc1cc2c(cc1OCC)C(C(=O)O)C(c1cc(Br)c(O)c(OC)c1)N(C)C2=O (configuration not stated),-1.5,11,1.5,-2.7,110,-10,8,1.9,3,8,18
Cc1ccc(CSC2=CS(=O)(=O)c3ccccc3N2)cc1,-1.2,8,4.3,3.3,x,-4,5,3.0,-2,-2,-9
O=C(NCCCN1CCOCC1)C(C(=O)NCCCN1CCOCC1)c1ncc(C(F)(F)F)cc1Cl,-1.8,-32,0.7,-0.8,101,-7,9,0.6,11,15,17

# Ten of the compounds above, with tabs:
Molecule	MOR-DOR ag	HTR5A inv ag	AddAB inh	Ecoli viability	DSG3 Ab inh	Mot1-301 SUMO	OPRM1-OPRD1 inv	phage Ecoli inh	HTR5A ag ctr	PKA-R1A activ	PfHsp90 set2
O=C1N(Cc2ccc(F)cc2)CCN1c1ccc(F)cc1	-1.7	-7	-0.7	0.4	109	5	8	-1.5	2	-5	-1
Cc1ccc(N(C)S(=O)(=O)c2c[nH]c3ccc([N+](=O)[O-])cc23)cc1	3.6	-7	5.7	1.2	98	x	-20	-0.2	0	-7	17
N#C/C(=C\c1cccnc1)c1nc2c(s1)CCCC2	-0.1	8	1.9	2.1	86	-5	1	1.1	-3	4	-10
CC(OC(=O)CNC(=O)c1ccc(F)cc1)C(=O)Nc1ccc(S(=O)(=O)N2CCOCC2)cc1 (configuration not stated)	0.7	-40	1.6	-2.6	94	x	-3	1.7	16	-7	-5
c1ccc(Nc2cccc3c(Nc4ccccc4)cccc23)cc1	11	-21	-0.6	-1.3	90	87	-57	0.3	-2	-5	14
N#Cc1cccc(NC(=O)COC(=O)CCc2nc3ccccc3c(=O)[nH]2)c1	-1.9	18	1.5	0.9	114	-8	9	1.5	-7	-7	-3
Cn1nc(N)c2c(-c3ccc(Cl)cc3)c(C#N)c(N)nc21	-1.8	-28	-1.0	-0.8	106	-7	10	-0.9	-1	-4	-22
CCOc1cc2c(cc1OCC)C(C(=O)O)C(c1cc(Br)c(O)c(OC)c1)N(C)C2=O (configuration not stated)	-1.5	11	1.5	-2.7	110	-10	8	1.9	3	8	18
Cc1ccc(CSC2=CS(=O)(=O)c3ccccc3N2)cc1	-1.2	8	4.3	3.3	x	-4	5	3.0	-2	-2	-9
O=C(NCCCN1CCOCC1)C(C(=O)NCCCN1CCOCC1)c1ncc(C(F)(F)F)cc1Cl	-1.8	-32	0.7	-0.8	101	-7	9	0.6	11	15	17

# Continuation.
SMILES,MOR-DOR ag,HTR5A inv ag,AddAB inh,Ecoli viability,DSG3 Ab inh,Mot1-301 SUMO,OPRM1-OPRD1 inv,phage Ecoli inh,HTR5A ag ctr,PKA-R1A activ,PfHsp90 set2
CC1(c2ccc(OC(F)F)cc2)NC(=O)N(CC(=O)c2ccc3c(c2)OCO3)C1=O (configuration not stated),1.0,-3,0.0,0.8,104,-6,-7,-0.7,1,-7,3
C=CCC1CCCC(=O)N2CC[C@H](O)C12 (some centres not stated),-2.7,-10,3.1,0.2,105,-4,13,5.6,2,-12,14
CCC1CCCN1Cn1cnc2c([nH]c3ccc(Cl)cc32)c1=O (configuration not stated),0.0,-5,-1.5,-1.0,107,-21,0,0.2,-1,6,-9
CCOC(=O)CCCNC(=O)CCCNC(=O)C(c1ccccc1)c1ccccc1,-1.0,3,0.6,1.3,106,-4,6,2.7,2,8,1
Cc1ccc(-n2c([O-])nc(-[n+]3ccccc3)c2C=O)cc1,0.8,7,2.5,-0.7,98,12,-5,-0.2,-3,-2,-3
N#C/C(=C\c1ccc(OCc2ccccc2)cc1)C(N)=O,0.7,2,2.8,2.3,93,-9,-3,4.0,5,2,9
CC1Cc2ccccc2N1CC(=O)Nc1ccc2c(c1)OCO2 (configuration not stated),0.0,-41,1.5,1.5,98,14,0,3.0,-2,-11,x
CC(C)(C#N)NC(=O)C(=O)c1c(-c2ccccc2)cc2ccccn12,-0.2,6,-0.2,1.3,92,-24,1,1.1,8,7,13
COc1ccc(CCNC(=O)Nc2ccc(F)cc2F)cc1OC,-2.6,6,0.9,-0.5,108,-13,12,1.9,-2,12,-19
O=C(c1ccc(Cl)cc1)c1c[nH]c(C(=O)C(Cl)(Cl)Cl)c1,-2.4,-15,3.7,-0.3,99,62,15,2.3,-2,-7,9
CCOc1[nH]n(-c2ccccc2)c(=O)c1C=NCc1cccnc1,-0.7,-3,2.1,0.1,81,-6,4,2.2,2,1,x
Cc1cc(Cl)ccc1OC(C)C(=O)Nc1ccc(C(=O)Nc2ccccc2C(=O)O)cc1 (configuration not stated),-1.1,-34,4.9,-2.2,108,-13,3,3.1,6,6,-9
COc1cc(CN2CCN(Cc3ccc(C)cc3)C(CCO)C2)cc(OC)c1O (configuration not stated),0.0,-10,0.2,-0.5,95,-4,0,3.7,4,-3,3
CCC(C)NC(=O)Cn1cnc2sc(C)c(S(=O)(=O)N3CCN(c4ccccc4OC)CC3)c2c1=O (configuration not stated),1.9,-10,2.2,-0.4,102,-13,-15,-2.2,1,4,-8
CCN(CCn1cccn1)C(=O)c1cc(COc2c(F)cccc2F)on1,-0.7,-18,-2.8,-1.9,104,273,4,-0.8,6,-7,-29
CCOC(=O)c1nc(-c2ccc(OC)c(OC)c2)cnc1C#N,-2.5,-20,-1.5,-1.8,116,63,14,3.4,6,6,-31
Cc1ccc(NC(=O)NCCN2CCCCC2)cc1,-2.2,19,-0.3,-0.6,118,2,11,3.5,-4,0,41
Cc1ccsc1/C=N/NC(=O)c1c[nH]c2ccccc12,3.5,23,0.9,0.9,x,x,-20,3.6,4,-2,-3
CCCNC(=O)CN(C)S(=O)(=O)c1c(C)cc(C)cc1C,0.5,-3,1.9,-1.5,x,-11,-2,3.9,0,-9,0
CCN(CC)c1ccc(/C=N/NC(=O)c2c(Cl)cnn2C)c(O)c1,-0.2,15,-3.3,-6.2,x,-19,1,-0.8,-1,0,20
C=CCc1cc2c(oc(=O)c3ccccc32)c(C)c1O,-2.8,-5,-0.2,3.7,109,64,14,5.4,0,0,-15
OCCNCCOc1ccc(Cl)c(Cl)c1,-2.4,-19,0.5,1.9,109,420,13,2.1,-2,-9,-20
CSc1nc2ccsc2c(=O)n1-c1ccccc1,-2.0,2,0.2,-0.6,104,5,10,4.7,2,0,-30
CC(Sc1nnc(-c2ccc(Cl)cc2)n1N)C(=O)NCC1CCCO1 (configuration not stated),-0.8,3,1.0,-1.1,104,13,4,2.1,-1,2,2
COc1ccc(OC)c(C2CC(c3c(-c4ccccc4)c4cc(Cl)ccc4[nH]c3=O)=NN2S(C)(=O)=O)c1 (configuration not stated),1.2,-31,4.0,6.0,103,139,-7,3.7,-3,-1,7
COc1ccc(CN2CC(C(=O)NCCN3CCN(c4ccccc4F)CC3)CC2=O)cc1 (configuration not stated),-2.1,-8,6.5,0.1,103,-10,12,3.1,3,-5,0
CC(C)(C)c1cc[n+](-c2[nH]c(=O)sc2/C=N/NC([S-])=Nc2ccccc2)cc1,3.6,-3,2.6,0.7,106,17,-18,-1.1,-1,4,-7
Cc1cccc(C(=O)NCC(=O)OCC(=O)N2CC3(C)CC2CC(C)(C)C3)c1 (configuration not stated),-1.2,-5,2.4,-2.3,94,-4,6,1.2,3,4,-17

# The order is random, and some 3.2% of all compounds hit somewhere here.
